Screens: PubChem BioAssay, The Scripps Research Institute Molecular Screening Center
ARFGAP1 inh – inhibits rat ARF GTPase activating protein 1 | Arfgap1-stimulated ARF1 GTP hydrolysis, GDP FP detection | inhibition, % at 16.5 µM | 360,000 tested, 0.26% active;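 active means inhibition above a per-plate limit, mean inhibition of low control wells plus 3 SD, cut at about 25% in these data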;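 further: 0% = DMSO wells with enzyme and 100% = wells lacking Arfgap1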
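Replicates: Single well per compound | Assay system: Truncated rat Arfgap1 GAP domain | Control set: No-Arfgap1 wells (100%) versus DMSO full-reaction wells (0%) | Times: Enzyme reaction 120 min at 25 °C after 20 min preincubation | Reagent: Human ARF1(Δ1-17)-GTP substrate | Measured by: Tracer-displacement fluorescence polarization with EDTA stop, 620/688 nm | Measure: Percent inhibition of Arfgap1-stimulated GTP hydrolysis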
Tn7 DDE FP – DD(E)-Tn7 binding inhibition, primary FP screen; P02675; FP displacement of FITC-Tn7 peptide from fibrin DD(E); 0% = median of compound wells per plate; inhibition, % at 8.3 µM; 370,000 tested, 0.13% active; AID 720508;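 active means inhibition above the mean of compounds falling within the control limits plus 3 SD of them, cut at about 14% in these data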;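 further: 0% = plate median of compound wells and 100% = 10 µM Aha-Tn7 peptide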
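Test system – human fibrin DD(E) · Times – 10 min preincubation, 3 h with tracer, room temperature · Detection – fluorescence polarization of the labelled Tn7 tracer · Measure – percent inhibition normalized to high-control wells · Benchmarks – high control wells with 10 µM unlabelled Aha-Tn7 peptide (full inhibition) · Repeats – singlicate testing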
PLCg1 inh – blocks human PLC-gamma1 enzyme activity; P19174; purified PLC-gamma1, fluorogenic substrate, fluorescence; inhibition, % at 12.2 µM; 370,000 tested, 0.84% active; in the data active means inhibition above about 9.5%
Target sequence (P19174 whole entry, looked up): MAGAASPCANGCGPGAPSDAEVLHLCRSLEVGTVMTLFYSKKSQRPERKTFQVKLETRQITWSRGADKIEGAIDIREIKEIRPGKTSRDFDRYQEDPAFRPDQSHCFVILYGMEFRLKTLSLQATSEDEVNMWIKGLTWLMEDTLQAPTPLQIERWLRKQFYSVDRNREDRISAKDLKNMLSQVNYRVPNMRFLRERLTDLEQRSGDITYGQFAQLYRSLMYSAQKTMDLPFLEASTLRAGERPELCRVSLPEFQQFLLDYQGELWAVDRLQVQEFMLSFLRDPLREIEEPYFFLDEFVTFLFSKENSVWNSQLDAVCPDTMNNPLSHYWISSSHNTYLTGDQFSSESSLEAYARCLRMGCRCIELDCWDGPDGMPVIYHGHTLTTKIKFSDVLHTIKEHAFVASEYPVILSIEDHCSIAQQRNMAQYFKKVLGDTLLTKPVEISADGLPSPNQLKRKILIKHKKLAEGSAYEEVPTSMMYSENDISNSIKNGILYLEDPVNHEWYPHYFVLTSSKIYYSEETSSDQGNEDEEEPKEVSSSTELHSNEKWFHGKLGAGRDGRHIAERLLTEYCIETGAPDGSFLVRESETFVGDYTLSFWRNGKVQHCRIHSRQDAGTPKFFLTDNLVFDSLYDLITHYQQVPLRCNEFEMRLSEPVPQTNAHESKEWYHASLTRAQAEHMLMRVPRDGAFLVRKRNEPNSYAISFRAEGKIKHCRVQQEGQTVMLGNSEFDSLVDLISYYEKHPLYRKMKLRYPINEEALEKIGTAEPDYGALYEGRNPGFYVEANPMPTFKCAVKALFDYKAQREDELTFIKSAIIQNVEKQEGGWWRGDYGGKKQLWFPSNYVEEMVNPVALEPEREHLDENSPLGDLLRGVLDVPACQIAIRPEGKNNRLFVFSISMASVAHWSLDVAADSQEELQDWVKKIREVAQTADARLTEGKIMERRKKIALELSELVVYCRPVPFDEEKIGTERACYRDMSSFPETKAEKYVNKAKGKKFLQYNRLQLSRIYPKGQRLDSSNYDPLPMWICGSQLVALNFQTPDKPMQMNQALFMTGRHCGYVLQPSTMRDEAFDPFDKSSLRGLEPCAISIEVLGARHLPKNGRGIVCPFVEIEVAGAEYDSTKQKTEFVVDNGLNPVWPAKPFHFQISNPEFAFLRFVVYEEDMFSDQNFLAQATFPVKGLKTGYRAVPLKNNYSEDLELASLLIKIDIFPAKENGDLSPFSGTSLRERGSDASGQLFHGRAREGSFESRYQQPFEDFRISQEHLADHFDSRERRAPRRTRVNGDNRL
ADAM17 inh – ADAM17 inhibition, QFRET primary screen | P78536 | recombinant ADAM17, EDANS/DABCYL FRET peptide cleavage | inhibition, % at 6.95 µM | 370,000 tested, 0.83% active | AID 720648;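 active means inhibition above the mean of compounds lying between control limits plus 3 SD, set per campaign, cut at about 8.5% in these data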;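 further: 0% = DMSO-only wells as the low control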
DDE Tn6 FP inh – disrupts Tn6 cyclic peptide binding to fibrin D-Dimer-E complex; P02675; Fibrin DD(E) TRITC-Tn6 fluorescence polarization displacement; 370,000 tested, 0.21% active; AID 720509; inhibition, % at 8.3 µM;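 active means inhibition above a per-campaign cutoff: mean of compounds within control limits plus 3 SD, cut at about 15% in these data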;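 further: 0% = median of all compound wells on the plate and 100% = blocking peptide control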
UHRF1 MBD2 ctr – blocks human UHRF1 binding to methylated DNA; 370,000 tested, 0.75% active; inhibition, % at 4.4 µM; AID 687016; Q96T88; UHRF1 binding to methylated oligo, TR-FRET; in the data active means inhibition above about 21%;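 further: UHRF1 SRA domain binding a hemimethylated CpG hairpin DNA probe; 0% = median of test compound wells and 100% = reference inhibitor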
PLC-beta3 inh – inhibitors of human phospholipase C beta3 | Q01970 | Purified PLC-beta3, fluorogenic substrate, fluorescence | inhibition, % at 12.2 µM | 370,000 tested, 0.18% active | AID 720704; in the data active means inhibition above about 11%;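 further: 0% = median of compound wells on plate and 100% = full blocker control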
ASAP1 inh – blocks human ASAP1-stimulated Arf1 GTP hydrolysis; inhibition, % at 16.5 µM; AID 624377; GDP FP detection; 360,000 tested, 0.19% active; Q9ULH1; in the data active means inhibition above about 25%;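 further: 0% = vehicle with enzyme and substrate and 100% = no enzyme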
proKLK7 act – proKLK7 (human) activation, primary screen; purified proKLK7, EDANS-DABCYL substrate fluorescence; 100% is mature enzyme control, 0% vehicle; activation, % at 7 µM; P49862; AID 652039; 370,000 tested, 0.9% active;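 active means activation above the mean of all tested compounds plus 3 SD, computed per campaign excluding outliers beyond control limits, cut at about 13% in these data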
MBD2 DNA inh – blocks human MBD2 binding to methylated DNA; Q9UBB5; 370,000 tested, 0.31% active; inhibition, % at 4.4 µM; TR-FRET, MBD2 binding to methylated oligonucleotide; in the data active means inhibition above about 13%
The depositor's hits bear a star; · = not tested or not shown.

SMILES	ARFGAP1 inh	Tn7 DDE FP	PLCg1 inh	ADAM17 inh	DDE Tn6 FP inh	UHRF1 MBD2 ctr	PLC-beta3 inh	ASAP1 inh	proKLK7 act	MBD2 DNA inh
Cc1ccc(/C=C/C(=O)OCc2nc(N)nc(Nc3ccccc3C)n2)o1	-7	1	-4	1	-4	-1	-7	0	0.1	-3
CCOC(=O)C1=C(c2ccccc2)N(C)C(=O)NC1c1ccc(O)c(OC)c1 (configuration not stated)	-6	4	1	-3	-6	0	0	5	-0.9	-3
COC(=O)CNC(=O)C(C)NC(=O)OCc1ccccc1 (configuration not stated)	-8	4	0	0	10	0	1	-6	-0.1	-10
COc1ccccc1CN(C)C[C@@H]1OCc2cnnn2CCCC(=O)N([C@H](C)CO)C[C@H]1C	0	-2	1	8.7*	-9	0	1	-1	0.0	-1
Nc1ncc(Br)cc1S(=O)(=O)NCCC(=O)NC1CCCCC1	2	1	-2	-8	4	10	-3	-10	0.0	1
Cc1cc(C)c(NC(=O)c2oc3ccccc3c2COc2ccccc2)c(C)c1	-13	0	6	5	1	0	1	-4	-0.5	-5
Cn1nnnc1SCCNCc1ccncc1	-8	3	4	0	3	-1	5	3	-0.1	-3
O=C(Nc1ccc(-n2cccn2)cc1)C1CCN(Cc2ccccn2)CC1	4	1	-5	0	-9	0	-12	-13	-0.4	-5
O=C1C2C(c3ccccc3)C=CC(c3ccccc3)C2C(=O)N1c1ccncc1 (configuration not stated)	5	2	-4	-2	3	1	-4	-14	1.0	-7
CC(C)(Cc1cc(CC(C)(C)C(=O)O)cc(C(C)(C)C)c1)C(=O)O	-2	0	2	-4	-6	13	3	6	-0.2	-1

Entries above shown as hits in ADAM17 inh.
SMILES,ARFGAP1 inh,PLCg1 inh,ADAM17 inh,DDE Tn6 FP inh,UHRF1 MBD2 ctr,PLC-beta3 inh,ASAP1 inh,proKLK7 act,MBD2 DNA inh
COc1ccccc1CN(C)C[C@@H]1OCc2cnnn2CCCC(=O)N([C@H](C)CO)C[C@H]1C,0,1,8.7*,-9,0,1,-1,0.0,-1

4 compounds picked at random from the list so far, as already listed:
SMILES	ARFGAP1 inh	Tn7 DDE FP	PLCg1 inh	ADAM17 inh	DDE Tn6 FP inh	UHRF1 MBD2 ctr	PLC-beta3 inh	ASAP1 inh	proKLK7 act	MBD2 DNA inh
Cc1ccc(/C=C/C(=O)OCc2nc(N)nc(Nc3ccccc3C)n2)o1	-7	1	-4	1	-4	-1	-7	0	0.1	-3
Cc1cc(C)c(NC(=O)c2oc3ccccc3c2COc2ccccc2)c(C)c1	-13	0	6	5	1	0	1	-4	-0.5	-5
CCOC(=O)C1=C(c2ccccc2)N(C)C(=O)NC1c1ccc(O)c(OC)c1 (configuration not stated)	-6	4	1	-3	-6	0	0	5	-0.9	-3
CC(C)(Cc1cc(CC(C)(C)C(=O)O)cc(C(C)(C)C)c1)C(=O)O	-2	0	2	-4	-6	13	3	6	-0.2	-1

Going on with the list.
SMILES	ARFGAP1 inh	Tn7 DDE FP	PLCg1 inh	ADAM17 inh	DDE Tn6 FP inh	UHRF1 MBD2 ctr	PLC-beta3 inh	ASAP1 inh	proKLK7 act	MBD2 DNA inh
CN(C)c1ncc(C2=C(Cl)C(=O)C(N3CCCC3)=C(Cl)C2=O)s1	-7	2	-84	-10	-4	73*	-115	-10	5.0	24*
Cc1ccc(CNC(=O)CCNC(=O)N2CCn3c2nc2ccccc23)cc1	13	-3	-1	-1	-7	-1	-7	6	0.4	1
O=c1c2ccsc2ncn1Cc1ccc(Cl)cc1	-5	2	-2	-4	5	-2	-1	15	-0.9	0
O=C(c1ccc(-c2ccccc2)cc1)N1CCN(c2nc3ccccc3o2)CC1	12	1	5	0	0	2	-3	-3	0.1	4
COCCNC(=O)C(c1ccc(O)cc1)N(Cc1ccco1)C(=O)CCC(=O)Nc1nccs1 (configuration not stated)	8	3	-3	-6	-11	-2	-4	2	0.6	5
O=C(O)c1ccc(COc2ccccc2C=C2C(=O)c3ccccc3C2=O)cc1	9	-4	-6	-5	-5	-10	-13	6	0.7	-19
COc1cc(NC(=O)c2cccnc2Sc2ccc(Cl)cc2)cc(OC)c1OC	-6	-9	-3	0	-2	-3	-6	3	-2.6	0
CC1Cc2ccccc2N1S(=O)(=O)c1ccc(Cl)nc1 (configuration not stated)	-5	-2	1	-3	2	-2	-4	1	-0.2	2
CCNC(=O)C1(C)CCCN(C(=O)c2ccnc(Cl)c2)C1 (configuration not stated)	5	3	0	2	1	4	1	-12	0.5	-2
COC(=O)[C@]12C[C@H](CC(=O)NCc3cccc4ccccc34)C(=O)N(Cc3cccc4ccccc34)C1=C[C@H](C(C)C)O[C@@H]2C1CC1	·	-1	3	7	-1	-2	-1	·	-0.7	1
COc1ccc(NC(=O)CN(C)C(=O)c2ccc3c(c2)CC(c2ccccc2)OC3=O)cc1 (configuration not stated)	5	-6	2	-2	0	10	-1	0	-0.1	12
Cc1ccc(C(C)C)c(OCCCNCc2cccnc2)c1	4	5	2	-2	1	1	2	0	0.1	-1
COc1ccc(S(=O)(=O)N2CCCN(S(=O)(=O)c3ccc(OC)c(C)c3)CC2)cc1C	-14	1	1	0	-8	2	1	7	-2.2	-4
O=C(NC1CCCC1)c1cc(-c2ccccc2Cl)on1	0	-3	0	0	1	0	-7	10	0.4	-1
Cc1ccc(NC(=O)CCc2ccc(C)o2)c(Br)c1	4	5	1	-3	1	1	-4	6	1.0	6
O=C(Nc1ccccc1)C1Cc2ccccc2CN1C(=O)c1ccco1 (configuration not stated)	2	2	-17	-6	-2	-3	-18	-3	-1.1	-7
O=C1CCCC(=O)N1c1ccc(O)cc1	1	0	2	4	3	1	1	7	-0.4	-6
CCOC(=O)/C=c1\s/c(=C(\C#N)C(=O)NC)n(-c2ccccc2)c1=O	5	1	-4	-2	4	1	-5	1	0.3	-3
COCCn1c(SCC(=O)Nc2ccc(F)cc2)nc2c(oc3ccccc32)c1=O	4	-2	3	3	-4	-2	4	-2	0.2	-6
CCOC(=O)C1=C(C)NC(C)=C(C(=O)OCC)C1c1cccc([N+](=O)[O-])c1	8	6	4	6	2	0	8	9	0.2	-2

A draw from above in order of length of the SMILES, lowest first.
SMILES	ARFGAP1 inh	Tn7 DDE FP	PLCg1 inh	ADAM17 inh	DDE Tn6 FP inh	UHRF1 MBD2 ctr	PLC-beta3 inh	ASAP1 inh	proKLK7 act	MBD2 DNA inh
Cc1ccc(NC(=O)CCc2ccc(C)o2)c(Br)c1	4	5	1	-3	1	1	-4	6	1.0	6
O=C(Nc1ccccc1)C1Cc2ccccc2CN1C(=O)c1ccco1 (configuration not stated)	2	2	-17	-6	-2	-3	-18	-3	-1.1	-7
COc1ccc(NC(=O)CN(C)C(=O)c2ccc3c(c2)CC(c2ccccc2)OC3=O)cc1 (configuration not stated)	5	-6	2	-2	0	10	-1	0	-0.1	12

The main list resumes; the four compounds before the break are reprinted first.
SMILES	ARFGAP1 inh	Tn7 DDE FP	PLCg1 inh	ADAM17 inh	DDE Tn6 FP inh	UHRF1 MBD2 ctr	PLC-beta3 inh	ASAP1 inh	proKLK7 act	MBD2 DNA inh
O=C1CCCC(=O)N1c1ccc(O)cc1	1	0	2	4	3	1	1	7	-0.4	-6
CCOC(=O)/C=c1\s/c(=C(\C#N)C(=O)NC)n(-c2ccccc2)c1=O	5	1	-4	-2	4	1	-5	1	0.3	-3
COCCn1c(SCC(=O)Nc2ccc(F)cc2)nc2c(oc3ccccc32)c1=O	4	-2	3	3	-4	-2	4	-2	0.2	-6
CCOC(=O)C1=C(C)NC(C)=C(C(=O)OCC)C1c1cccc([N+](=O)[O-])c1	8	6	4	6	2	0	8	9	0.2	-2
CCN1C=C(Cc2cccs2)C2=C(C1)C(c1cccs1)C(C#N)=C(N)O2 (configuration not stated)	-4	6	-28	-2	4	-3	-29	25*	-0.7	-7
CN(C)c1ccc(S(=O)(=O)N2CCCCC2)cc1NC(=O)CN1C(=O)NC(C)(c2ccccc2)C1=O (configuration not stated)	1	2	-5	0	-2	-2	-6	-15	0.3	-2
COCCCn1c(SCC(=O)Nc2ccc3c(c2)OCCO3)nnc1-c1ccoc1C	-5	6	2	0	3	0	3	4	0.4	-1
COC(=O)C1CCN(C(=O)/C=C/c2ccc3c(c2)OCO3)CC1	4	2	-11	-25	5	-2	-23	5	1.8	-4
Cn1cccc1Cc1nnc(SCC(=O)NCC2CCCO2)n1CCc1ccccc1 (configuration not stated)	0	1	-8	-8	5	-1	-15	2	0.6	3
CC(C(=O)c1ccc(Br)cc1)[n+]1cccc2ccccc21 (configuration not stated)	13	-2	-21	-3	-3	-1	-40	9	-0.7	-1
COc1ccc(/C=C2\Sc3ccc(C(=O)NCc4cccnc4)cc3N(C)C2=O)cc1OC	0	-4	-54	-18	-1	-1	-76	6	-24	-1
O=[N+]([O-])c1ccc2c(c1)C(N1CCOCC1)/C(=C/COc1ccc(F)cc1)O2 (configuration not stated)	-3	-4	2	4	4	2	4	9	0.3	-2
O=C(Nc1cccnc1)Nc1ccc(F)c(Cl)c1	7	-3	6	2	-4	2	8	7	-0.1	10
CCn1c(=O)c2ccccc2n(CC(=O)NCCC2=CCCCC2)c1=O	-6	4	2	-2	1	-2	-9	-4	-0.1	-4
N#CCc1ccc(NS(=O)(=O)c2ccc(C3CCCCC3)cc2)cc1	6	-6	0	10.0*	-4	0	-1	0	0.1	1
N#CC1(Nc2ccccc2)C(=O)Nc2ccccc21 (configuration not stated)	0	-6	1	-3	2	-7	3	2	-0.4	-10
CCOc1cc(N2CCOCC2)c(OCC)cc1NC(=O)C1CC(=O)N(c2ccc(C)cc2)C1 (configuration not stated)	-14	-1	-1	0	0	1	-8	9	0.3	5
CCS(=O)(=O)c1nc(NC(C)=O)n[nH]1	-4	-5	2	-4	2	0	-3	-1	0.5	2
Cc1ccc(C(=O)Nc2cccnc2Oc2ccc(Cl)cc2)cc1	9	10	4	-5	-8	5	-6	10	0.8	5
O=C1NC(O)(c2ccccc2)Oc2ccccc21 (configuration not stated)	-13	-8	1	-1	-2	2	2	3	-0.5	2
COc1ccc(S(=O)(=O)NCCSC(C)(C)C)cc1	-3	9	7	6	2	2	5	-3	0.2	3
CCCc1nc2c(Cl)cc(C(F)(F)F)cn2c1Cc1ccc(OC)cc1C	10	6	-11	-5	7	22*	-14	-7	0.3	6
CCN(CC)c1nc2c(s1)C(=O)NCCC2	0	-6	3	-2	3	-4	5	-11	-0.2	3
CCCN(CCC)C(=O)C1c2ccccc2Oc2ccccc21	-9	2	4	5	3	4	3	-3	0.4	1
O=C(NCc1ccccc1)C1CCN(S(=O)(=O)c2ccc(N3CCCC3=O)cc2)CC1	-7	-1	3	-3	5	-2	-5	-10	-0.5	2
Cc1ccc2nc(-c3ccc4c(c3)NC(=O)CO4)cn2c1	6	0	-15	-52	-2	-2	-24	-4	2.9	4
COCCOC(=O)c1c(NC(=O)COC(=O)Cc2cccc(OC)c2)sc(C(N)=O)c1C	-14	3	-1	2	10	0	-3	4	-0.5	0

Hits appear at their usual frequency; any-hit rate near 4.1%.
